Source: PubChem BioAssay
ARNT TACC3 PPI = disruptors of ARNT/TACC3 protein interaction, primary screen, biochemical, AlphaScreen, single concentration | Transforming acidic coiled-coil-containing protein 3 (Homo sapiens), Q9Y6A5 | AlphaScreen His-ARNT PAS-B/GST-TACC3 binding, luminescence; TACC3 fragment carries E629A point mutation | inhibition, % at 9.99 µM | 390,000 tested, 0.66% active | AID 623870, 2012;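 active = mean inhibition of replicates at least 50% and at least half of replicates each reaching 50%; inconclusive = half or more replicates reach 50% but mean below 50%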;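 also: 0% = complete ARNT plus TACC3 wells and 100% = ARNT alone without TACC3; many hits fall short of the cut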
Casp6 inh = human caspase-6 inhibitors, primary screen, biochemical, VEID-R110 fluorescence, single point, set 2; P55212; purified caspase-6, Z-VEID-R110 cleavage fluorescence; inhibition, % at 12.5 µM; 350,000 tested, 0.53% active; AID 686996, 2013;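 active = mean inhibition across replicates at least about 35%, with every replicate also reaching that limit, limit read from the data; inconclusive = only one of the two criteria met; inactive = neither criterion met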;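 also: 0% = median of neutral control wells and 100% = no fluorescence left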
Target sequence (P55212 24-179 limits assumed): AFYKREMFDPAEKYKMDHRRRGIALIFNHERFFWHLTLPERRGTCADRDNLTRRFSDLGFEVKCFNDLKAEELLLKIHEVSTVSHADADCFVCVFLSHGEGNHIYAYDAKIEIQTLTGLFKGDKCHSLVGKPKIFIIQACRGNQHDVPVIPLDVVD
Target sequence (P55212 194-293 limits assumed): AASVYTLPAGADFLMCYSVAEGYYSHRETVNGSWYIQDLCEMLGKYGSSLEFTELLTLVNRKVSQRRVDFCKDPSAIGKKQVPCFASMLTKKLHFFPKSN
DENV2 CPE rescue = inhibitors of DENV2 cytopathic effect, primary screen, cell-based, plate reader, single concentration; DENV2-infected cells, cytopathic effect rescue; AID 651640, 2012; 350,000 tested, 1.7% active; CPE inhibition, % at 9.99 µM; in the data active = CPE inhibition above about 20%, passing the limit was not always enough; inconclusive = no clear call, values can overlap the other calls; tested in BHK-21 cells;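 also: 0% = median of neutral control wells and 100% = median of positive control wells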
SIRT5 block = SIRT5 desuccinylase inhibitors, primary screen, biochemical, fluorescence imaging, single point, set 5; AID 652115, 2013; Purified SirT5, succinyl-peptide AMC, trypsin-coupled fluorescence; 330,000 tested, 1.1% active; inhibition, % at 15 µM; in the data active = inhibition above about 15%; inconclusive = no clear call, values can overlap the other calls
Target sequence (Q9NXA8 whole entry, looked up): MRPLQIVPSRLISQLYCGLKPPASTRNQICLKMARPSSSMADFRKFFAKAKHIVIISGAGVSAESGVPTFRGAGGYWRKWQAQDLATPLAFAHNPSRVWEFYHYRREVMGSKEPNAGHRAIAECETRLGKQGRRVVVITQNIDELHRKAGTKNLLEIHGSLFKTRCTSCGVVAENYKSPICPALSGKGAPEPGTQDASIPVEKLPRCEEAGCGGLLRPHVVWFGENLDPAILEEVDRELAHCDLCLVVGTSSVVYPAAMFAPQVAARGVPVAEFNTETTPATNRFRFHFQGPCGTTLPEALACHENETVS
EWS-Fli inh = EWS/Fli-driven NR0B1 reporter inhibitors, primary screen, A673 cells, NR0B1 luciferase, luminescence, MLPCN library. viability-normalised. inhibition, % at 12.6 µM. 350,000 tested, 0.67% active. AID 651661, 2012;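 active = mean inhibition of at least 50% after viability correction, with every replicate also passing that limit; inconclusive = mean reaches 50% but only one of two replicates passes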;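 also: firefly luciferase signal divided by Alamar Blue viability fluorescence both relative to DMSO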
LGR2 antag = inhibitors of bursicon-induced LGR2 CRE-luciferase signal, primary screen, cell-based, HEK293, CRE-luciferase reporter, bursicon stimulation | Drosophila bursicon receptor LGR2 (rickets) | bursicon-stimulated, 4 h | inhibition, % at 9.99 µM | 380,000 tested, 0.35% active;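 active = drop in luminescence signal, shown as inhibition above about 50% in the replicate tests, limit read from the data, passing the limit was not always enough; inconclusive = probably only some replicates passing the limit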;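 also: agonist challenge used bursicon conditioned medium at about half maximal strength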
PAX8 inh HTS = inhibitors of PAX8-driven TPO luciferase reporter, primary screen, RMG-I cells, single concentration | SteadyGlo, 24 h | inhibition, % at 12.6 µM | 360,000 tested, 1.2% active;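 active = mean replicate inhibition at least 60% with every replicate also reaching 60%; inconclusive = only one of the two criteria is met; inactive = mean below 60% and not all replicates reaching 60%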;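 also: luciferase light reporting Pax8 driven TPO promoter activity; plate controls were median of neutral control wells for no effect and mitoxantrone controls for full effect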
* marks the source's active call; other numbers are inactive results; ? = inconclusive; . = not tested or not shown; & = joins results of further samples.

SMILES	ARNT TACC3 PPI	Casp6 inh	DENV2 CPE rescue	SIRT5 block	EWS-Fli inh	LGR2 antag	PAX8 inh HTS
Cc1ccc2nc(-c3ccccn3)c(N)n2c1	.	5	0	-3	-127	5	-64
CC(=C\C(=O)O)/C(=C\c1cccc2ccccc12)C(=O)O	.	6	-2	4	6	-10	-11
Cc1ccc(NC(=O)c2ccc3c(c2)C(=O)N(CC2CCCO2)C3=O)cc1C (stereo unspecified)	-6	-3	2	-4	-18	.	-24
CCC(=O)N1CCCCN2[C@H](CO)[C@H](c3ccc(C#CCOC)cc3)[C@H]2C1	0	1	6	7	-7	1	-11
O=C(C[C@@H]1CC[C@@H](NC(=O)Nc2ccccc2F)[C@@H](CO)O1)NCc1ccccc1	-2	2	2	7	1	9	0
CC(C)NC(=O)/C(C#N)=C\c1ccc(N(C)C)c(Br)c1	-1	0	-9	-6	0	-12	-14
NS(=O)(=O)c1cccc(NC(=O)COc2ncnc3c2cnn3-c2ccccc2)c1	14	1	.	-3	9	2	28
CNC(=S)N/N=C/c1c(C(=O)OC)cnn1-c1ccc(F)cc1F	-4	0	?	4	-59	6	1
CCN(CC)C(=O)c1ccc2sc([C@H]3C[C@H](O)[C@@H](CO)O3)nc2c1	.	1	?	-2	-5	-7	18
Nc1n[nH]c(N)c1N=Nc1ccccc1F	20	1	-2	-2	-18	-19	-19
CCn1c(=O)c(C(=O)Nc2ccccc2F)c(O)c2ccccc21	4	-1	-6	-2	-12	19	26
C[C@H](CO)N1C[C@H](C)[C@@H](CN(C)S(=O)(=O)c2ccccc2)Oc2c(NC(=O)C3CC3)cccc2C1=O	-2&-2	-8	12	0	-3&-2	15&9	2&-5
COC(=O)c1cc2c(c3c4cc(OC)ccc4n(S(=O)(=O)c4cccc(C)c4)c13)C(=O)N(C)C2	.	3	-5	.	2	11	16
COc1ccc(OC)c(S(=O)(=O)NCCC(C)C)c1	-5	-4	-5	3	12	9	19
O=C(N/C(=C\c1ccc(Br)cc1)C(=O)N1CCOCC1)c1ccco1	0	-1	?	-4	9	4	31
Cc1ccc(S(=O)(=O)N(C)C[C@H]2Oc3ccc(NC(=O)C4CC4)cc3CC(=O)N([C@H](C)CO)C[C@H]2C)cc1	-3	1	-1	5	6	14	2
COc1cccc(-n2c(SCC(=O)N3CCc4ccccc43)nnc2-c2c[nH]c3ccccc23)c1	8	-3	4	2	18	.	6
CCOC(=O)N1CCN(c2c(N3CCN(c4cc(C)ccc4C)CC3)c(=O)c2=O)CC1	-4	-1	-7	4	0	10	-9
CCc1ccc(NC(=O)CO/N=C(\C)c2cc3ccccc3o2)cc1	-4	0	-2	1	1	10	9
Cc1cccc(-n2ncc3c2CCCC3NC(=O)c2ccncc2)c1C (stereo unspecified)	.	1	-5	.	28	0	45
CCCNC(=O)COC(=O)/C=C/c1ccc2c(c1)OCO2	-3	0	.	3	3	-11	69*
CC(C)NC(=S)N1CCN(S(=O)(=O)c2cccc(C(F)(F)F)c2)CC1	-8	.	.	.	.	6	-2
CC(C)NCC1CCc2cc(CO)c([N+](=O)[O-])cc2N1 (stereo unspecified)	2	-2	14	-5	-13	-3	-25
COc1ccccc1CC(=O)NCCc1ccccc1	4	0	3	-6	-7	-6	16
CC1(C)CC(NS(=O)(=O)c2ccc(S(N)(=O)=O)cc2)CC(C)(C)N1	.	-1	-2	-3	3	8	-7
COc1ccc(NC(=O)N2CC[C@@H]3[C@H]2c2cc(C4=CCCCC4)ccc2N(C)[C@H]3CO)cc1	14	3	6	7	1	2	11
COc1ccc(CN(C)C[C@H]2OCCCC[C@H](C)Oc3ccc(N(C)C)cc3C(=O)N([C@H](C)CO)C[C@H]2C)cc1	7	1	4	22*	-5	-11	14
O=C(CN1C(=O)NC2(CCCCC2)C1=O)NCCC1=CCCCC1	0	-4	-2	-3	-1	-2	.
COc1ccc(-n2c(C)cc(C(=O)CN3C(=O)C(=O)N(Cc4ccccc4)C3=O)c2C)cc1	2	-1	-4	2	11	-1	2
Cc1ccccc1C(=O)NC1CCN(CC(=O)Nc2ccccc2)CC1	0	-6	-5	2	-4	-5	11
Cc1ccc(C)c(S(=O)(=O)Nc2ccc3cn[nH]c3c2)c1	21	5	-1	0	7	4	22
CCN1CCN(Cc2cccc(Oc3ccc(Cl)cc3)c2)CC1	-2	-5	-13	-4	5	0	.
Cn1c(CCc2ccc(N)cc2)nc2ccccc21	0	-4	4	-4	-61	12	-101
Cc1cccc(Nc2nnc(SC3CCOC3=O)s2)c1C (stereo unspecified)	-53	2	3	-4	-1	3	11
Cc1ccccc1S(=O)(=O)NC(=O)C1(C)CCN1C(=O)c1cccc(F)c1 (stereo unspecified)	.	-3	9	.	-2	5	3
CSCCC(=O)N1CCC(CCC(=O)NC2CC2)CC1	-5	0	10	-2	-3	-3	-2
Cc1cc(C)cc(OCCNC(=O)C(C)N2C(=O)c3ccccc3C2=O)c1 (stereo unspecified)	-4	1	-6	-3	9	-12	2
CCn1c(=O)c(C(=O)NCc2ccc(F)cc2)c(O)c2ccccc21	-6	-2	-1	-3	10	14	8
C[C@H]1CN([C@@H](C)CO)C(=O)c2c(c3ccccc3n2C)-c2ccccc2CO[C@@H]1CN(C)C(=O)[C@H](Cc1ccccc1)N(C)C	5	1	1	-6	20	-2	-29
C[C@@H]1CN([C@H](C)CO)C(=O)CCCn2nncc2CO[C@H]1CN(C)C(=O)C1CC1	-8	-2&1	1&1	-3&1	-7&-3	-6&-1	-4&6
CNC(=O)C[C@H]1CC[C@@H]2[C@@H](COc3ccc(NC(=O)Nc4ccccc4F)cc3C(=O)N2C)O1	-14	1	-10	4	1	16	-4
COc1cc(C(=O)NC(C)CCn2cccn2)ccc1OC1CCN(C(C)=O)CC1 (stereo unspecified)	-2	1	-6	-3	-3	10	-6
CC(C)c1ccc(NC2CCCN(C(=O)CSc3nncn3C)C2)cc1 (stereo unspecified)	-4	-2	2	1	4	-5	3
Cc1noc(C)c1S(=O)(=O)N(C)C[C@@H]1OCCCC[C@@H](C)Oc2ccc(NS(=O)(=O)c3ccc(F)cc3)cc2C(=O)N([C@@H](C)CO)C[C@H]1C	-1	.	-21	.	1	-23	2
Cc1ccc(S(=O)(=O)/N=C(\N)c2ccc(Cl)cc2)cc1	-1	3	8	1	-8	3	12
COc1ccc(OC)c(NC(=O)c2cccc(N3C(=O)C4C5CCC(C5)C4C3=O)c2)c1 (stereo unspecified)	.	1	-9	1	5	-9	5
Nc1cc(=O)[nH]c(SCC(=O)Nc2ccccc2Sc2ccccc2)n1	-2	.	11	-9	9	14	12
COc1ccc2c(c1)c1c(c(=O)n(-c3ccc(C)cc3)c(=O)n1CC(=O)NCC1CCCO1)n2C (stereo unspecified)	.	0	1	0	7	4	0
CCc1ccc2c(COC(=O)CNS(=O)(=O)c3ccc(NC(C)=O)cc3)cc(=O)oc2c1	3	3	2	-21	-6	9	-1
O=C(NCC1CCCO1)c1cccc(Oc2ccc([N+](=O)[O-])cc2Cl)c1 (stereo unspecified)	.	5	1	-1	6	4	20

Further entries follow.
SMILES	ARNT TACC3 PPI	Casp6 inh	DENV2 CPE rescue	SIRT5 block	EWS-Fli inh	LGR2 antag	PAX8 inh HTS
Cc1nn(-c2ccccc2)c2c1c(C)c(CCC(=O)NCC1CCCO1)c(=O)n2C (stereo unspecified)	1	1	4	40*	.	21	10
CCOC(=O)[C@]12CCC=C1N(CCC1=CCCCC1)C(=O)[C@H](CC(=O)NCc1ccc(C)o1)C2	.	1	?	1	11	10	-11
COc1ccc2[nH]c3c(=O)n(Cc4ccc(C(=O)N5CCC(C(N)=O)CC5)cc4)c(=S)[nH]c3c2c1	3	3	3	-2	10	-25	20
COc1ccc2c3c(n(C)c2c1)[C@@H](CO)N(Cc1ccc2c(c1)OCO2)CC31CN(C)C1	.	.	-16	.	6	2	.
COC(=O)c1c(NC(=O)c2ccccc2OC)sc(C(=O)N2CCOCC2)c1C	-3	-2	-2	-2	-16	-24	-5
O=C(Cn1cc(C(=O)C2CC2)c2ccccc21)Nc1ccc(F)cc1	0	3	-3	5	9	-1	16
C[C@H](CO)N1C[C@H](C)[C@@H](CN(C)Cc2ccc(-c3ccccc3)cc2)Oc2c(NC(=O)c3ccc(-c4nccs4)cc3)cccc2C1=O	7	.	0	2	4	3	-5
COc1ccccc1NC(=O)C(C)OC(=O)CCCOc1ccccc1 (stereo unspecified)	-2	3	2	-3	-6	-15	-8
Cc1noc(C)c1NC(=O)Nc1ccc2c(c1)CC(=O)N([C@H](C)CO)C[C@H](C)[C@H](CN(C)Cc1ccc(-c3ccccc3)cc1)O2	.	0	-2	-2	-1	-1	.
CC(C)NC(=O)N(C)C[C@H]1Oc2cc(-c3ccccc3F)ccc2S(=O)(=O)N([C@@H](C)CO)C[C@@H]1C	-2	3	3	-7	1	-20	.
Nc1sc(-c2ccccc2)cc1C(=O)N1CCNCC1	.	-2	2	.	-16	-10	-8
COCCN(C(=O)COC(=O)c1ccc2c(c1)OCCO2)c1c(N)n(Cc2ccccc2)c(=O)[nH]c1=O	6	4	?	1	-7	-33	-10
CC(C)(C)Nc1nc(Cl)nc(N(C#N)CN2C(=O)c3ccccc3S2(=O)=O)n1	.	3	-1	1	6	6	12
O=C1OCCC1Sc1nnc(-c2ccccc2Br)n1Cc1ccccc1 (stereo unspecified)	2	3	-6	-5	10	-8	19
CSCC[C@H](NC(=O)[C@H](Cc1ccccc1)n1c(=O)[nH]c2ccccc2c1=O)C(=O)N1CCC(C(=O)O)CC1	-12	3	?	.	-1	-5	.
CCCCCC(=O)N1CCN(S(=O)(=O)c2ccc3c(c2)OCCCO3)CC1	-6	2	?	0	2	5	18
Cc1noc(C)c1S(=O)(=O)Nc1ccc2c(c1)C(=O)N([C@H](C)CO)C[C@@H](C)[C@H](CN(C)S(=O)(=O)c1ccc(F)cc1)O2	.	1	16	1	-5	26	.
CCOC(=O)NC(=O)/C(C#N)=C/c1ccc(N(C)C)cc1	-10	-1	5	2	-17	-44	-32
COc1ccccc1NS(=O)(=O)c1cccc(NC(=O)C(C)NC(=O)c2ccco2)c1 (stereo unspecified)	1	1	1	3	-10	26	-4
COc1ccc(CN(C)C[C@@H]2Oc3ccc(NC(=O)Cc4ccccc4)cc3C(=O)N([C@@H](C)CO)C[C@@H]2C)cc1	-4	8	19	13	.	0	0
Cc1ccc(C(=O)COC(=O)CCc2ccc(S(=O)(=O)N3CCCCC3)cc2)cc1	-8	.	.	.	.	5	-7
N#CC1(P(=O)(c2ccccc2)c2ccccc2)CCCC1	8	2	9	-2	-1	4	0
CC(=O)N1CCOc2ccc(S(=O)(=O)NCCc3ccc(C)cc3)cc21	1	-3	?	-7	.	5	-1
Cc1noc(C)c1NC(=O)Nc1cccc2c1O[C@@H](CN(C)S(=O)(=O)c1cccs1)[C@@H](C)CN([C@@H](C)CO)C2=O	-2	-2	3	-4	-6	-9	.
C#CC[N+](C)(C)CCCCCCCCCCCC	-1	3	1	-2	-2	.	87*

Reformatted with values under each structure: entries from further up.
Value order – ARNT TACC3 PPI	Casp6 inh	DENV2 CPE rescue	SIRT5 block	EWS-Fli inh	LGR2 antag	PAX8 inh HTS
Cc1ccc(C(=O)COC(=O)CCc2ccc(S(=O)(=O)N3CCCCC3)cc2)cc1
 : -8	.	.	.	.	5	-7
N#CC1(P(=O)(c2ccccc2)c2ccccc2)CCCC1
 : 8	2	9	-2	-1	4	0
CC(=O)N1CCOc2ccc(S(=O)(=O)NCCc3ccc(C)cc3)cc21
 : 1	-3	?	-7	.	5	-1
Cc1noc(C)c1NC(=O)Nc1cccc2c1O[C@@H](CN(C)S(=O)(=O)c1cccs1)[C@@H](C)CN([C@@H](C)CO)C2=O
 : -2	-2	3	-4	-6	-9	.
